Tb PGK inh: qHTS Assay to Find Inhibitors of Phosphoglycerate Kinase. PGK/GAPDH coupled, Kinase-Glo luminescence, 60 min. Potency, µM (series often up to 57.5 µM), without a hit: top-dose activity change, negative = inhibition, hits mostly inhibitors. 380,000 compounds, 0.043% hits. AID 602233, 2012; note: potency is the fitted concentration of half-maximal effect; % is set by controls: 0 for no effect and ±100 for the full control effect; nearly all actives have a fitted effect of over 60% in size
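Recombinant glycosomal PGK reaction used 1,3-bisphosphoglycerate generated in-well by GAPDH (100nM final) in 100mM TEA pH 7.6, 5mM MgCl2, 0.01% Tween-20. After 60 minutes at room temperature, ATP was read by Kinase-Glo Plus luminescence end-point.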
ERG-DNA inh: qHTS for Small Molecule Inhibitors of the ERG Ets/DNA interaction. Potency, µM (titrated, usually from 76.9 µM), for inactives: top-dose FP activity, negative = inhibition, most hits filed as inhibitors. 370,000 compounds, 0.028% hits. Transcriptional regulator ERG (Homo sapiens), P11308. fluorescence polarization, His-ERG Ets domain / labelled DNA; active = well fitted inhibition curve with a large enough effect in the polarisation, with a control signal flat; inconclusive = small, poorly fitted or top-dose-only effect, or effect the other way, or a change in a side signal; inactive = no such curve, though single readings can be large or run the other way; the % refers to the polarisation;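 note: polarization taken with two DNA probes labelled with fluorescein and Texas red; potency is the fitted concentration of half-maximal effect; % of control where 0% means no effect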
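His-tagged ERG Ets domain (1 uM in the protein solution; 300mM KCl, 50mM Tris-HCl, 1mM EDTA, 1mM DTT, pH 7.5) received compound, then a probe mix of 5 nM fluorescein-DNA and 100nM Texas-615-DNA. Fluorescence polarization was read for both dyes.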
GLS inhibitor: qHTS for Inhibitors of Glutaminase (GLS); Glutaminase kidney isoform, mitochondrial (Homo sapiens), O94925; GLS enzymatic activity, qHTS titration; Potency, µM (series often up to 45.5 µM), inactives show at the highest dose activity change, negative = inhibition, hits mostly inhibitors; 410,000 compounds, 0.21% hits; AID 624170, 2012; note: potency is the fitted concentration of half-maximal effect; % is set by controls: 0 for no effect and ±100 for the full control effect
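Read-out is an Amplex red fluorescence increase coupled through glutamate oxidase and HRP, measured before and after 30 min room-temperature incubation. hKGA is in 45 mM KH2PO4 (pH 8.2) with 0.02% Tween-20; glutamine added as 1mM solution.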
PI4K2A inh: qHTS for small molecular inhibitors of PI4K2A; Phosphatidylinositol 4-kinase type 2-alpha (Homo sapiens), Q9BTU6; purified PI4K2A, ADP-Glo luminescence, 1 h; stronger effect = lower value; activity change, negative = inhibition, % at 76.9 µM; 420,000 compounds, 0.13% hits; AID 1346378, 2018; in the data active = activity change below about -50%; inconclusive = mostly about -30% to -49%;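 note: -100% = wells without enzyme as full effect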
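Compounds are screened against recombinant PI4K2A using PI as substrate and ATP, the latter dispensed at 300 microM. Reactions run one hour at ambient temperature before ADP-Glo detection; full inhibition defined by wells lacking enzyme.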
Pin1 inhibitor: qHTS Assay to Find Inhibitors of Pin1. Potency, µM (titrated, usually from 115 µM), without a hit: at the top dose activity, negative = inhibition, actives largely listed as inhibitors. Pin1 FP peptide displacement, HiFluor488, 10 min. 390,000 compounds, 0.009% hits. Peptidyl-prolyl cis-trans isomerase NIMA-interacting 1 (Homo sapiens), Q13526; active = well fitted inhibition curve with a large enough effect in the polarisation, with a control signal flat, not every such curve was filed as active; inconclusive = small, poorly fitted or top-dose-only effect, or effect the other way, or a change in a side signal; inactive = no such curve, though single readings can be large or run the other way; the % refers to the polarisation; note: potency is the fitted concentration of half-maximal effect; % is set by controls: 0 for no effect and ±100 for the full control effect
JMJD2A Tudor inh: qHTS Assay for Inhibitors of JMJD2A-Tudor Domain; AlphaScreen JMJD2A-Tudor / H3K4me3 peptide binding; Lysine-specific demethylase 4A (Homo sapiens), O75164; 390,000 compounds, 4.4% hits; Potency, µM (titrated, usually from 114 µM), for inactives: top-dose activity change, negative = inhibition, actives largely listed as inhibitors; note: potency is the fitted concentration of half-maximal effect; % is set by controls: 0 for no effect and ±100 for the full control effect; nearly all actives have a fitted effect of over 50% in size
BAZ2B block: qHTS Assay for Inhibitors of BAZ2B; Bromodomain adjacent to zinc finger domain protein 2B (Homo sapiens), Q9UIF8; AlphaScreen BAZ2B-H3K14Ac peptide displacement; 360,000 compounds, 4.4% hits; Potency, µM (highest dose often 114 µM), for the others: at the top dose activity change, negative = inhibition, usual class: inhibitors; note: potency is the fitted concentration of half-maximal effect; % is set by controls: 0 for no effect and ±100 for the full control effect; nearly all actives have a fitted effect of over 60% in size
Target sequence (Q9UIF8 whole entry, looked up, the tested form may be a part): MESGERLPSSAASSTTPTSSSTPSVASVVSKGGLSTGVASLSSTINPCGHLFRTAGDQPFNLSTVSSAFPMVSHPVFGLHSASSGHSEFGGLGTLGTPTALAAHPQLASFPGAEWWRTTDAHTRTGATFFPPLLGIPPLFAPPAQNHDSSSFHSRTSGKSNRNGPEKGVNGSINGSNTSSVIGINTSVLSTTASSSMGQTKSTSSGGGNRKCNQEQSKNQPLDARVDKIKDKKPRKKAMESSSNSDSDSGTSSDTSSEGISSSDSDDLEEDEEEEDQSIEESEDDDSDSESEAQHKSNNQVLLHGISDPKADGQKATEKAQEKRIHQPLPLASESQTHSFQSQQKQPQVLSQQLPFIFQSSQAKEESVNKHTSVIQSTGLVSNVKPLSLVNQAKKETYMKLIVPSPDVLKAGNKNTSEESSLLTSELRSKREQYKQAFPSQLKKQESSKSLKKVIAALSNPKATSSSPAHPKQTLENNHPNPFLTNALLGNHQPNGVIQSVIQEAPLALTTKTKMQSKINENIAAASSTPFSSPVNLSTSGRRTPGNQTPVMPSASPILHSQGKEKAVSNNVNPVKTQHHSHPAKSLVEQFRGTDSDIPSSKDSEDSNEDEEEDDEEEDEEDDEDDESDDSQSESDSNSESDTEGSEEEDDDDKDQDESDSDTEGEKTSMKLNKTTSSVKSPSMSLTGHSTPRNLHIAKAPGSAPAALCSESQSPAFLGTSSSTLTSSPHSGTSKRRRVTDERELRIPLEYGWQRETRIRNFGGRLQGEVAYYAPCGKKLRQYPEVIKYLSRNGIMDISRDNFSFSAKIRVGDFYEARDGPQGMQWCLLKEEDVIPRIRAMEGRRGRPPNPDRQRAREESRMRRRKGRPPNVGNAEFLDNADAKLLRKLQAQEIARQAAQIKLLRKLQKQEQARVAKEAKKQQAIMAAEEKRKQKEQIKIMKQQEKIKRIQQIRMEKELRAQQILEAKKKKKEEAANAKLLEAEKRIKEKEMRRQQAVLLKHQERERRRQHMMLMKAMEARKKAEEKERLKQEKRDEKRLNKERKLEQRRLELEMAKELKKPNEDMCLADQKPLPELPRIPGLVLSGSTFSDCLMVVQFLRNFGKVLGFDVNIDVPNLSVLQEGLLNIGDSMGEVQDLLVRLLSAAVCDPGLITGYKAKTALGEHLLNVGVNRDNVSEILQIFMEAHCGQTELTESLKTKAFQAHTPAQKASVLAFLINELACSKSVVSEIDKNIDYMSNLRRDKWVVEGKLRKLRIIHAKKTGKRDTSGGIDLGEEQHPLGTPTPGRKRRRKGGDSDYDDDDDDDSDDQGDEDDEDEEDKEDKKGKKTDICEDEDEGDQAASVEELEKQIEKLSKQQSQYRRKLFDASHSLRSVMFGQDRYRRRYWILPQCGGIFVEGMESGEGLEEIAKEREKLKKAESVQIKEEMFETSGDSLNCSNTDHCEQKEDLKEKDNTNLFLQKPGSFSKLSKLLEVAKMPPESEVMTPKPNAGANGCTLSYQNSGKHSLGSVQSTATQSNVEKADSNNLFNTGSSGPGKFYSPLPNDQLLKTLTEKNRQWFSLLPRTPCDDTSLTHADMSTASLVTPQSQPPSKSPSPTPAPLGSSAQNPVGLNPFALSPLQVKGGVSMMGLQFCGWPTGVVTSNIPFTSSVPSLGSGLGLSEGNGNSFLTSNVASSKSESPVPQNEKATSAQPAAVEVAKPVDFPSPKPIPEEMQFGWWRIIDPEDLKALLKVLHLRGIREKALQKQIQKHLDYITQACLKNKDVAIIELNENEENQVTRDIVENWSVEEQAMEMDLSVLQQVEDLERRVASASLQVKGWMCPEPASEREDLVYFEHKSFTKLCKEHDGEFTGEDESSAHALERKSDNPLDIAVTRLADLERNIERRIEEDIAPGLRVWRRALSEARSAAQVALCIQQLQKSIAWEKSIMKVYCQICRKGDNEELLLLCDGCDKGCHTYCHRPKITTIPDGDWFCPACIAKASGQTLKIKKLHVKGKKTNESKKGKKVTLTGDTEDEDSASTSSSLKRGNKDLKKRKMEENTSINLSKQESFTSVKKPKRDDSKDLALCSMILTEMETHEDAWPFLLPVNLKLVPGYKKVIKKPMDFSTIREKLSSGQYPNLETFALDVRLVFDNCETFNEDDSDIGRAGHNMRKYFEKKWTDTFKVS
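Protein-peptide AlphaScreen: BAZ2B 50 nM, b-H3K14Ac 50 nM, 1x PBS pH 7.4 + 0.01% Tween-20. Preincubation 30 min RT; cpd 30 min RT (top 110 uM); beads 20 min RT, light-protected.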
HP1b chromo inh: HTS for Inhibitors of HP1-beta Chromodomain Interactions with Methylated Histone Tails; 390,000 compounds, 0.56% hits; Potency, µM (top dose mostly 114 µM), without a hit: at the top dose activity change, negative = inhibition, hits mostly inhibitors; Chromobox protein homolog 1 (Homo sapiens), P83916; AlphaScreen HP1-beta / biotin-H3K9me3 peptide binding; note: potency is the fitted concentration of half-maximal effect; nearly all actives have a fitted effect of over 70% in size; inactives centre near 23
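HP1-beta protein (50 nM final) preincubated 30 min at room temperature with biotinylated H3(1-18)K9me3 peptide (50 nM) in PBS pH 7.4, 0.01% Tween-20, then compound added for 30 min. AlphaScreen streptavidin donor/nickel chelate acceptor beads (10 ug/mL final), 30 min dark, luminescence read.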
G9a inh: qHTS Assay for Inhibitors of Histone Lysine Methyltransferase G9a; G9a H3K9 monomethylation, AlphaScreen, 2 h; Potency, µM (series often up to 102 µM), without a hit: top-dose activity, negative = inhibition, actives largely listed as inhibitors; 350,000 compounds, 8.8% hits; AID 504332, 2011; note: potency is the fitted concentration of half-maximal effect; % is set by controls: 0 for no effect and ±100 for the full control effect; nearly all actives have a fitted effect of over 75% in size
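Using a bead-based AlphaScreen, monomethylated H3K9 product from 2 h room-temperature reactions (G9a 20 nM, peptide 500 nM, SAM 20 uM) was detected with 0.5 ug/mL rabbit anti-H3K9me1 antibody.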
* marks the source's active call; other numbers are inactive results; i = inactive; ? = inconclusive; . = not tested or not shown; [ ] = remark or other dose. Unless noted, calls come from the whole dose curve; as a rule, active = well fitted curve in the direction sought with a large enough effect; inconclusive = small, poorly fitted or top-dose-only effect, or another doubt; inactive = no such curve, though single readings can be large; an effect the other way counts as inactive or inconclusive. Rows were taken by chance (roughly 11% active in at least one column).

Tb PGK inh | ERG-DNA inh | GLS inhibitor | PI4K2A inh | Pin1 inhibitor | JMJD2A Tudor inh | BAZ2B block | HP1b chromo inh | G9a inh | compound
? | -6% | 5% | -3 | 2% | -9% | 2% | 9% | 26% | COc1ccc(NC(=S)N2CCN(C(=O)c3ccco3)CC2)cc1
5% | . | 17% | 4 | 0% | -7% | . | 20% | . | CCN(CC)S(=O)(=O)c1ccc(C(=O)NNC(=O)C2COc3ccccc3O2)cc1 (stereo not drawn)
i | 0% | -8% | -2 | -1% | -24% | -19% | -8% | -30% | CCOc1cc(/C=C2/N=C(c3ccc(C(C)(C)C)cc3)OC2=O)cc(Cl)c1OS(C)(=O)=O
. | . | 9% | 0 | -14% | -6% | -2% | 13% | 0% | CC1CCN(c2ccc(C(=O)NCCc3ccccc3)cn2)CC1
i | -5% | 5% | -2 | -5% | 3% | -3% | 41%[activator] | 6%[59 µM] | CCOC(=O)c1ccccc1NC(=O)c1cc2c(=O)oc3ccc(C)cc3c2s1
i | 4% | -4% | 0 | 1% | -29% | -35% | 6% | ? | Cc1ccc(C)c(NCc2ccccc2CO)c1
-3% | -1% | -1% | 3 | 3% | -29% | -19% | 14% | ? | CCOC(=O)C1(Cc2cccc(F)c2)CCN(Cc2ccc(COC)o2)CC1
-2% | 18% | 10% | -3 | -2% | -22% | -2% | -17% | ? | COc1ccc(C(C)=O)cc1CC(=O)Nc1ccc2c(c1)CCC2
-3% | -2% | 8% | -2 | -6% | 0% | 1% | 31% | ? | CN(C)S(=O)(=O)c1ccc(N2CCCC2)c(C(=O)NCc2ccccc2)c1
-21% | 9% | -2% | -29 | -13% | 23% | 7% | 73% | 23%[59 µM] | O=C(COC(=O)c1cccs1)c1ccccc1
34%[activator] | -1% | 2% | 3 | 1% | 45µM* | 19% | -1% | -26% | O=C(CCNC(=O)c1ccccc1)Nc1cccnc1
-4% | 0% | 4% | -9 | -11% | 13µM* | 18µM* | ? | . | COC(=O)c1ccc(C(=O)O)nc1
3% | 4% | -1% | 5 | 0% | -13% | 10% | 22% | 20%[12.7 µM] | Clc1ccccc1Cn1nnc2c(NCCN3CCOCC3)ncnc21
-3% | -5% | -5% | 4 | -2% | -3% | -6% | 28% | ? | Cc1cccc(C(=O)NCC(=O)OCC(=O)NC2CCCCCCC2)c1
-2% | 7% | -6% | 2 | 50%[activator] | ? | 5% | 36% | ? | Cc1ccc(S(=O)(=O)N2CCOCC2)cc1NC(=O)CSc1nnc2cc(C)c3ccccc3n12
-3% | 6% | 2% | -4 | 1% | -13% | -8% | 35% | -14%[59 µM] | COc1cc(C(=O)N2CCN(CCc3ccncc3)CC2)cc(OC)c1OC
-12% | -4% | -14% | -1 | -5% | -35% | -37% | 18% | 10%[12.7 µM] | NCC(O)COc1ccc2c(c1)OCO2 (stereo not drawn)
-1% | -7% | -2% | -2 | 2% | -8% | 5% | 34% | 7%[59 µM] | CNS(=O)(=O)c1cc(C(=O)OCC(=O)NC2CCCc3ccccc32)ccc1Cl (stereo not drawn)
-9% | -9% | 5% | 4 | -2% | -8% | 0% | 20% | -20% | N#Cc1c(-c2ccco2)ccn(Cc2cccc(F)c2)c1=O
8% | 10% | -3% | 0 | ? | 8% | -9% | 53%[activator] | 65%[activator][12.7 µM] | Cc1nc(C(=O)NCCC(C)C)sc1C1(C)CC(c2ccccc2)=NO1 (stereo not drawn)

Shown tab-delimited: 10 of the compounds above.
SMILES	Tb PGK inh	ERG-DNA inh	GLS inhibitor	PI4K2A inh	Pin1 inhibitor	JMJD2A Tudor inh	BAZ2B block	HP1b chromo inh	G9a inh
COc1ccc(NC(=S)N2CCN(C(=O)c3ccco3)CC2)cc1	?	-6%	5%	-3	2%	-9%	2%	9%	26%
CCN(CC)S(=O)(=O)c1ccc(C(=O)NNC(=O)C2COc3ccccc3O2)cc1 (stereo not drawn)	5%	.	17%	4	0%	-7%	.	20%	.
CCOc1cc(/C=C2/N=C(c3ccc(C(C)(C)C)cc3)OC2=O)cc(Cl)c1OS(C)(=O)=O	i	0%	-8%	-2	-1%	-24%	-19%	-8%	-30%
CC1CCN(c2ccc(C(=O)NCCc3ccccc3)cn2)CC1	.	.	9%	0	-14%	-6%	-2%	13%	0%
CCOC(=O)c1ccccc1NC(=O)c1cc2c(=O)oc3ccc(C)cc3c2s1	i	-5%	5%	-2	-5%	3%	-3%	41%[activator]	6%[59 µM]
Cc1ccc(C)c(NCc2ccccc2CO)c1	i	4%	-4%	0	1%	-29%	-35%	6%	?
CCOC(=O)C1(Cc2cccc(F)c2)CCN(Cc2ccc(COC)o2)CC1	-3%	-1%	-1%	3	3%	-29%	-19%	14%	?
COc1ccc(C(C)=O)cc1CC(=O)Nc1ccc2c(c1)CCC2	-2%	18%	10%	-3	-2%	-22%	-2%	-17%	?
CN(C)S(=O)(=O)c1ccc(N2CCCC2)c(C(=O)NCc2ccccc2)c1	-3%	-2%	8%	-2	-6%	0%	1%	31%	?
O=C(COC(=O)c1cccs1)c1ccccc1	-21%	9%	-2%	-29	-13%	23%	7%	73%	23%[59 µM]

Carrying on.
Tb PGK inh | ERG-DNA inh | GLS inhibitor | PI4K2A inh | Pin1 inhibitor | JMJD2A Tudor inh | BAZ2B block | HP1b chromo inh | G9a inh | compound
-2% | -3% | 0% | -4 | -3% | -6% | . | 41%[activator] | . | COc1ccc(C(=O)Cc2ccccc2C(=O)O)cc1
-7% | -2% | 28% | -8 | -1% | -8% | 2% | 20% | 7%[12.7 µM] | CCCn1c(O)c2ccc(C(=O)N=NC(=O)c3cccnc3)cc2c1O
-3% | -10% | 12% | -4 | 4% | -28% | -37% | 21% | -29%[59 µM] | O=C1N(S(=O)(=O)c2ccccc2F)C(=O)C2(CCCC2)N1S(=O)(=O)c1ccccc1F
-4% | 3% | 9% | -5 | -6% | -22% | -1% | 17% | -5%[59 µM] | CCc1nccn1S(=O)(=O)c1cccc([N+](=O)[O-])c1
-5% | 24% | -5% | -12 | 44%[activator] | ? | -34% | -14%[57 µM] | 40µM* | CCOc1cc(/C=C2/C(=N)N3C(=NC2=O)SN=C3S(=O)(=O)CC)ccc1OC(=O)c1ccco1
-4% | . | -8% | -1 | 43%[activator] | -24% | -4% | 30% | -5%[2.33 µM] | CCOc1ccc(NC(=O)CN2CCCC2c2cccs2)cc1S(=O)(=O)N1CCCCC1 (stereo not drawn)
1% | -8% | -15% | 5 | -1% | -20% | 4% | 23% | -8%[12.7 µM] | Cc1ccc2[nH]c3c(c2c1)CC/C(=C/c1ccccc1)C3=O
4% | -1% | 3% | -1 | -6% | -15% | -3% | -23% | 19% | O=C(CN(C(=O)CCC(=O)Nc1ccccn1)c1ccccc1F)NCc1ccc2c(c1)OCO2
-5% | 5% | 5% | -5 | -1% | -3% | -8% | 35% | 23%[0.501 µM] | O=C(C1CC1)N1CCc2cc(S(=O)(=O)NC3CCN(Cc4ccccc4)CC3)ccc21
-5% | 0% | 35%[activator] | 1 | -1% | -15% | -4% | 5% | -2% | COc1ccc(S(=O)(=O)Nc2ccc(N3CCOCC3)cc2)cc1
-11% | 1% | 36%[activator] | 0 | 1% | ? | 1% | 2% | -2%[12.7 µM] | Cc1ccc(S(=O)(=O)N2CCN(C(=O)COc3ccc(NC(=O)c4ccco4)cc3)CC2)cc1
-9% | -21% | 3% | -4 | 18% | -30% | -22% | 29% | -20% | Cc1nc(NCc2cccnc2)c2c3c(sc2n1)CC(C)CC3 (stereo not drawn)
-2% | -4% | -1% | 4 | -2% | -32% | ? | 22% | . | Cc1ccc(C2=NS(=O)(=O)N(C)C(C(=O)Nc3cc(C)n(CC(=O)N4CCCCC4)n3)=C2)cc1
-8% | -7% | -1% | 0 | -7% | -11% | 4% | 5% | 1%[59 µM] | O=C(NCc1cccc(F)c1)C1CCN(c2nn3cc(-c4ccc(F)cc4)nc3s2)CC1
1% | 5% | -3% | 4 | -5% | -14% | -17% | 30% | 2% | CN1CCN(C(=O)CN(c2ccccc2)S(=O)(=O)N(C)C)CC1
-8% | -2% | 1% | -2 | 2% | -4% | 10% | 61%[activator] | 35%[59 µM] | COc1ccc(CCNC(=O)Cn2nc(C)n3c(cc4cc(F)ccc43)c2=O)cc1OC
-5% | -1% | ? | -21 | 4% | ? | -23% | -7% | ? | Cc1ccc(S(=O)(=O)Nc2ccc(O)c3cccnc23)cc1
